High-throughput results: PubChem, National Center for Advancing Translational Sciences (NCATS)
Abeta rescue: restores growth of yeast expressing A-beta42 peptide; yeast expressing A-beta42, growth rescue, OD600, 48 h; response scale: 0% DMSO, 100% iron-clioquinol control; Potency, µM (highest dose often 46.1 µM), for the others: top-dose growth rescue, usual class: activators; hit rate 0.063% among 410,000; note: potency is the fitted concentration of half-maximal effect; nearly all actives have a fitted effect of over 55% in size
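Yeast A-beta toxicity model in growth medium with pinned compounds, 48 h at 30 C; growth read as absorbance at 600 nm. Normalized to FeCl3/clioquinol equimolar mix (positive) and DMSO (negative).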
Nrf2 activator: activates Nrf2 signaling | AREc32 ARE-luciferase reporter (MCF7-derived line), luminescence, 24 h | Potency, µM (doses to about 46.1 µM), without a hit: at the top dose activation, actives largely listed as activators | hit rate 0.31% among 410,000 | AID 624171; note: potency is the fitted concentration of half-maximal effect; % of control where 0% means no effect; nearly all actives have a fitted effect of over 65% in size
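Nrf2 activation is followed as ARE-luciferase induction in the AREc32 line after one day of compound treatment; luminescence is read with Steady-Glo.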
CCT chaperon mod: modulators of cytosolic chaperonin (CCT/TRiC) activity | AID 651819 | hit rate 0.3% among 360,000 | activity change, % (concentration not given with the values), hits read low | purified chaperonin ATPase assay, HTRF ADP detection, 30 min; in the data active = activity change below about -30%; note: % is set by controls: 0 for no effect and ±100 for the full control effect
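First, chaperonin was dispensed at 40 nM or 20 nM final depending on batch activity. Next, compounds were pinned at 76 uM and ATP added at 10 uM. After 30 min at 37 °C, ADP detection reagents ran 30 min at ambient temperature.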
MmCpn inh: blocks the Methanococcus maripaludis chaperonin Mm-Cpn | purified Mm-Cpn ATPase, ADP Transcreener TR-FRET | Potency, µM (series often up to 76.9 µM), inactives show at the highest dose activity, negative = inhibition, usual class: inhibitors | hit rate 0.031% among 330,000 | AID 504842; note: potency is the fitted concentration of half-maximal effect; % is set by controls: 0 for no effect and ±100 for the full control effect; nearly all actives have a fitted effect of over 80% in size
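25 nM Mm-CPN + cpd, 10 min 37°C; + 10 uM ATP, 30 min 37°C; buffer 30 mM Tris pH 7.4, 100 mM KCl, 5 mM MgCl2, 1 mM DTT; Transcreener ADP HTRF detection 30 min RT.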
HepG2 tox: HepG2 cytotoxicity, counter-screen for TGF-b inhibitors | HepG2 CAGA-GFP viability, ATP luminescence, 18 h | Potency, µM (highest dose often 46.1 µM), without a hit: at the top dose activity change, negative = cytotoxicity, hits mostly cytotoxic | hit rate 0.76% among 410,000 | AID 588856; note: potency is the fitted concentration of half-maximal effect; some results filed as inactive show a strong effect at the top dose
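HepG2 CAGA-GFP cells (1000/well, DMEM with 1% FBS) received compound, then TGF-beta at 500 pg/mL final, and were incubated 18 hours at 37 degrees C. Viability was read by CellTiter-Glo luminescence. Media-only wells were set as complete cell-killing and DMSO as no toxicity.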
pAkt inh: inhibitors of Akt phosphorylation; Neuro2A IGF-stimulated pAkt S473 HTRF, 20 min; active compounds read low; activity change, % for hits at 50 µM; hit rate 0.32% among 360,000; in the data active = activity change below about -80%; inconclusive = mostly about -51% to -80%; note: % is set by controls: 0 for no effect and ±100 for the full control effect
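Neuro2A cells (4,500/well, DMEM with 0.5% FBS) were treated with compound at a single 50 µM final concentration, stimulated with 6 nM IGF for 20 min at 37 °C, and lysed. Phospho-Akt Ser473 was read by HTRF as 665/615 ratio ×10^4.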
Nrf2 block: inhibitors of Nrf2 signaling. Potency, µM (top dose mostly 46 µM), for the others: at the highest dose activity change, negative = inhibition, hits mostly inhibitors. AID 504444. A549 ARE-Fluc reporter, luciferase luminescence, 18-24 h. hit rate 2.1% among 360,000; note: potency is the fitted concentration of half-maximal effect; % is set by controls: 0 for no effect and ±100 for the full control effect; nearly all actives have a fitted effect of over 60% in size
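A549 ARE_Fluc cells (5000/well, 5% FBS OPTI-MEM) pre-incubated 2 h, then treated with compounds 18-24 h at 37C/5% CO2 in concentration-response. CellTiter-Fluor viability read first; BugLite luciferase luminescence after 15 min at room temperature gives Nrf2 activity.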
TGFb inhibitor: inhibitors of TGF-b signaling | HepG2 CAGA-GFP TGF-b/SMAD3 reporter, GFP fluorescence, 18 h; TGF-beta stimulated, 500 pg/mL final | AID 588855 | hit rate 1.2% among 410,000 | Potency, µM (series often up to 46.1 µM), without a hit: top-dose activity, negative = inhibition, usual class: inhibitors; note: potency is the fitted concentration of half-maximal effect; % is set by controls: 0 for no effect and ±100 for the full control effect; nearly all actives have a fitted effect of over 65% in size
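Inhibition of TGF-beta-driven CAGA-GFP reporter expression in HEPG2 cells is measured by cellular GFP fluorescence after 18 h stimulation with 500 pg/mL recombinant TGF-beta in 1% FBS medium at 37 degrees C.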
A549 tox: counter-screen for Nrf2 inhibitors: cytotoxicity in A549 cells | A549 ARE-Fluc cells, CellTiter-Fluor viability, 18-24 h | AID 504648 | Potency, µM (series often up to 46 µM), for inactives: at the highest dose activity change, negative = cytotoxicity, most hits filed as inhibitors | hit rate 0.16% among 390,000; note: potency is the fitted concentration of half-maximal effect; % is set by controls: 0 for no effect and ±100 for the full control effect
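A549 ARE-Fluc cells in 5% FBS OPTI-MEM, 5000 cells/well, rested 2 h then exposed to compounds in concentration-response for 18-24 h at 37 °C. Viability by CellTiter-Fluor fluorescence (Ex 405/Em 525) after 30 min; luciferase luminescence (BugLite, 15 min, RT) read afterwards.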
* = called active by the depositor; [ ] = dose if it differs, or a comment. Unless noted, calls come from the whole dose curve; as a rule, active = well fitted curve in the direction sought with a large enough effect; inconclusive = small, poorly fitted or top-dose-only effect, or another doubt; inactive = no such curve, though single readings can be large; an effect the other way counts as inactive or inconclusive.

What do the screens show for `Cc1ccc(C)c2[nH]c(=O)c(CCNC(=O)c3ccc(S(=O)(=O)N4CCOCC4)cc3)cc12`?
Abeta rescue: 13%; Nrf2 activator: -0.2%; CCT chaperon mod: -1.2; MmCpn inh: -3%; HepG2 tox: -3%; pAkt inh: inactive; Nrf2 block: -11%; TGFb inhibitor: 0%; A549 tox: -1%

What do the screens show for `Cc1ccsc1/C=C(\CC(=O)O)c1nc2ccccc2o1`?
Abeta rescue: 25%; Nrf2 activator: 2.2%; CCT chaperon mod: -8.4; MmCpn inh: 2%; HepG2 tox: -16%; pAkt inh: inactive; Nrf2 block: 24%; TGFb inhibitor: -26%; A549 tox: 1%

Results for CC1(c2ccccc2)NC(=O)N(CC(=O)N2CCN(S(=O)(=O)c3cccc([N+](=O)[O-])c3)CC2)C1=O (stereo not given) ?
Abeta rescue: -12%; Nrf2 activator: 0.0%; CCT chaperon mod: -3.4; MmCpn inh: 1%; HepG2 tox: 5%; pAkt inh: inactive; Nrf2 block: inconclusive; TGFb inhibitor: 0%; A549 tox: -7%

What do the screens show for `COc1ccccc1-c1cnc(C(O)c2cc(C)c(OC)c(C)c2)[nH]1` (stereo not given)?
Abeta rescue: -14%; Nrf2 activator: -0.6%; CCT chaperon mod: 0.0; HepG2 tox: -18%; pAkt inh: inactive; TGFb inhibitor: 7%

How did CCOC(=O)c1oc2cccc(OC(C)=O)c2c1C do in these assays?
Abeta rescue: 2%; Nrf2 activator: 21%; CCT chaperon mod: -1.3; MmCpn inh: -1%; HepG2 tox: -13%; pAkt inh: inactive; Nrf2 block: -1%; TGFb inhibitor: -7%; A549 tox: -1%

How did COc1ccccc1N1CCN(S(C)(=O)=O)CC1 do in these assays?
Abeta rescue: 14%; Nrf2 activator: -0.4%; CCT chaperon mod: -2.9; MmCpn inh: -1%; HepG2 tox: -8%; pAkt inh: inactive; Nrf2 block: -6%; TGFb inhibitor: 8%; A549 tox: -1%

How did OCCC1CN(Cc2cccn2-c2nccs2)CCN1Cc1ccc(F)c(F)c1 (stereo not given) do in these assays?
Abeta rescue: 2%; Nrf2 activator: 0.2%; CCT chaperon mod: -2.7; MmCpn inh: -10%; HepG2 tox: -39%; pAkt inh: inactive; Nrf2 block: 16%; TGFb inhibitor: -16%; A549 tox: 0%

What do the screens show for `N#CCCCc1cn(-c2nc3ccccc3s2)nn1`?
Abeta rescue: -11%; Nrf2 activator: 0.2%; CCT chaperon mod: -0.3; pAkt inh: inactive

Results for O=C(COC(=O)/C=C/c1cccc(Cl)c1)NCCc1ccccc1 ?
Abeta rescue: 25%; Nrf2 activator: 3.2%; CCT chaperon mod: -0.5; MmCpn inh: -2%; HepG2 tox: 1%; pAkt inh: inactive; Nrf2 block: 0%; TGFb inhibitor: 6%; A549 tox: 0%

Results for O=C(CSc1nnc(NC(=O)C2CC(=O)N(c3ccccc3)C2)s1)NC1CCCC1 (stereo not given) ?
Abeta rescue: 4%; Nrf2 activator: -0.2%; CCT chaperon mod: 0.7; MmCpn inh: -1%; HepG2 tox: 11%; pAkt inh: inactive; Nrf2 block: 14%; TGFb inhibitor: 5%; A549 tox: 0%

Reprinted at random: 2 compounds from above
What do the screens show for `COc1ccccc1-c1cnc(C(O)c2cc(C)c(OC)c(C)c2)[nH]1` (stereo not given)?
Abeta rescue: -14%; Nrf2 activator: -0.6%; CCT chaperon mod: 0.0; HepG2 tox: -18%; pAkt inh: inactive; TGFb inhibitor: 7%

How did COc1ccccc1N1CCN(S(C)(=O)=O)CC1 do in these assays?
Abeta rescue: 14%; Nrf2 activator: -0.4%; CCT chaperon mod: -2.9; MmCpn inh: -1%; HepG2 tox: -8%; pAkt inh: inactive; Nrf2 block: -6%; TGFb inhibitor: 8%; A549 tox: -1%

Next compounds:
How did CCCOc1ccc(OC(=O)Cc2ccc(OC)c(S(=O)(=O)N3CCOCC3)c2)cc1 do in these assays?
Abeta rescue: 0%; Nrf2 activator: -0.3%; CCT chaperon mod: 3.6; MmCpn inh: -3%; HepG2 tox: 29%; pAkt inh: inactive; Nrf2 block: -3%; TGFb inhibitor: 3%; A549 tox: 2%

Results for COC(=O)Cn1cnc2c(cnn2-c2ccccc2)c1=O ?
Abeta rescue: -7%; Nrf2 activator: -0.2%; CCT chaperon mod: 1.4; MmCpn inh: 0%; HepG2 tox: -5%; pAkt inh: inactive; Nrf2 block: 19%; TGFb inhibitor: -2%; A549 tox: 12%

How did c1ccc(SSc2ccccc2)cc1 do in these assays?
Abeta rescue: -2%; Nrf2 activator: 0.3%; CCT chaperon mod: -2.3; MmCpn inh: -2%[15.4 µM]; HepG2 tox: -2%; pAkt inh: inactive; Nrf2 block: 0%; TGFb inhibitor: -2%; A549 tox: 0%

Results for CC(=O)NC(c1ccccc1)c1nc(-c2cccc(C(C)C)c2)cs1 (stereo not given) ?
Abeta rescue: 3%; Nrf2 activator: 4.8%; CCT chaperon mod: -1.4; HepG2 tox: -3%; pAkt inh: inactive; TGFb inhibitor: -3%

What do the screens show for `COc1ccc(C(C)(O)c2nc(-c3ccc4ccccc4c3)cs2)cc1` (stereo not given)?
Abeta rescue: inconclusive; Nrf2 activator: 0.4%; CCT chaperon mod: -0.1; HepG2 tox: -104%; pAkt inh: inactive; TGFb inhibitor: inconclusive

What do the screens show for `COc1cc(CCC(N)c2cccc(O)c2)cc(OC)c1OC` (stereo not given)?
Abeta rescue: -12%; Nrf2 activator: 0.0%; CCT chaperon mod: -2.4; HepG2 tox: 3%; pAkt inh: inactive; Nrf2 block: -2%; TGFb inhibitor: -9%; A549 tox: -3%

How did CC(=O)Nc1ccc(S(=O)(=O)Oc2ccc(/C=C3\SC(N)=NC3=O)cc2)cc1 do in these assays?
Abeta rescue: -9%; Nrf2 activator: 0.3%; CCT chaperon mod: 2.3; MmCpn inh: 1%; HepG2 tox: -8%; pAkt inh: inactive; Nrf2 block: -6%; TGFb inhibitor: -2%; A549 tox: -1%

How did CCN(CC)c1ccc(/C=C/C(=O)c2cccnc2)cc1 do in these assays?
Abeta rescue: -4%; Nrf2 activator: 0.2%; CCT chaperon mod: -0.4; MmCpn inh: -7%; HepG2 tox: -5%; pAkt inh: inactive; Nrf2 block: inconclusive; TGFb inhibitor: -19%; A549 tox: -10%

Results for COC(=O)c1ccccc1NC(=O)CN1CCN(C(=O)c2ccco2)CC1 ?
Abeta rescue: 0%; Nrf2 activator: -0.3%; CCT chaperon mod: 1.2; MmCpn inh: -1%; HepG2 tox: -4%; pAkt inh: inactive; Nrf2 block: 7%; TGFb inhibitor: -12%; A549 tox: 1%

How did COc1cc(OC)cc(C(=O)N[C@H](C(=O)OCC(=O)NC(=O)c2cccn2C)C(C)C)c1 do in these assays?
Abeta rescue: 5%; Nrf2 activator: 0.6%; CCT chaperon mod: -2.9; MmCpn inh: 0%; HepG2 tox: -7%; pAkt inh: inactive; Nrf2 block: 5%; TGFb inhibitor: 0%; A549 tox: -1%

How did COc1ccc(N2CCC(N3CCN(C)C(CCO)C3)CC2)cc1 (stereo not given) do in these assays?
Abeta rescue: 5%; Nrf2 activator: -1.0%; CCT chaperon mod: 0.1; MmCpn inh: 0%; HepG2 tox: 8%; pAkt inh: inactive; Nrf2 block: 20%; TGFb inhibitor: 6%; A549 tox: -3%

Results for CCOC(=O)N1CCN(C(=O)COC(=O)c2cccc(S(C)(=O)=O)c2)CC1 ?
Abeta rescue: -4%; Nrf2 activator: -0.3%; CCT chaperon mod: -1.4; MmCpn inh: 0%; HepG2 tox: 3%; pAkt inh: inactive; Nrf2 block: 5%; TGFb inhibitor: -11%; A549 tox: 3%

How did Cc1c(Cc2ccc3c(c2)OCO3)sc(NC(=O)C2CC2)c1C(N)=O do in these assays?
Abeta rescue: -7%; Nrf2 activator: 6.1%; CCT chaperon mod: 2.0; MmCpn inh: -1%; HepG2 tox: -40%; pAkt inh: inactive; Nrf2 block: inconclusive; TGFb inhibitor: -1%; A549 tox: -2%

What do the screens show for `Cc1cc(C)n2c(Nc3ccccc3)c(-c3ccccc3)nc2n1`?
Abeta rescue: -6%; Nrf2 activator: 1.0%; HepG2 tox: -33%; Nrf2 block: -8%; TGFb inhibitor: inconclusive; A549 tox: -9%

Results for CCN(CC)S(=O)(=O)c1cccc(C(=O)OC2CC(C)OC2=O)c1 (stereo not given) ?
Abeta rescue: -11%; Nrf2 activator: 0.8%; CCT chaperon mod: -0.1; MmCpn inh: 1%; HepG2 tox: 14%; pAkt inh: inactive; Nrf2 block: 3%; TGFb inhibitor: 0%; A549 tox: 3%

How did Cc1nc2nc(C)c(NS(=O)(=O)c3ccc(F)cc3)c(=O)n2[nH]1 do in these assays?
Abeta rescue: 12%; Nrf2 activator: 0.4%; HepG2 tox: 6%; Nrf2 block: 6%; TGFb inhibitor: 6%; A549 tox: 2%

What do the screens show for `COc1cc(CNC(=O)Nc2cccn3nc(COCCO)nc23)cc(OC)c1OC`?
Abeta rescue: -14%; Nrf2 activator: 0.2%; CCT chaperon mod: -0.9; HepG2 tox: -6%; TGFb inhibitor: 12%

How did CCOc1ccccc1N1C(=O)CC(Nc2ccc(N3CCOCC3)cc2)C1=O (stereo not given) do in these assays?
Abeta rescue: -3%; Nrf2 activator: -0.6%; CCT chaperon mod: -1.7; MmCpn inh: -12%; HepG2 tox: 1%; Nrf2 block: -2%; TGFb inhibitor: -4%; A549 tox: 0%
